High-throughput results: PubChem BioAssay, National Center for Advancing Translational Sciences (NCATS)
IL1B secr inh = qHTS for Inhibitors of Inflammasome Signaling: IL-1-beta AlphaLISA Primary Screen | THP-1 LPS/ATP IL-1B secretion, AlphaLISA, 16 h; stronger effect = lower value | activity change, % at 57.5 µM | actives 4.7% (n = 360,000) | AID 743279, 2014; in the data active = activity change below about -50%; inconclusive = mostly about -30% to -49%; also: % is scaled to controls: 0 for no effect and ±100 for the full control effect
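Secreted IL-1B measured by AlphaLISA bead assay after 16 h compound exposure of THP-1 cells; compounds (final up to 57.5 uM) added 1 h before LPS (250 ng/mL) and ATP (1.25 mM) stimulation; lower signal means less secretion.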
SW480 rerep = A quantitative high throughput screen for small molecules that induce DNA re-replication in SW480 colon adenocarcinoma cells | SW480 DNA re-replication, Hoechst DNA content imaging, 48 h | Potency, µM (titrated, usually from 46.1 µM), without a hit: top-dose re-replication activation, usual class: activators | actives 1.8% (n = 340,000) | AID 624297, 2012; also: potency is read from the fitted curve at half-maximal effect; % of control where 0% means no effect; nearly all actives have a fitted effect of over 55% in size
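Image-based DNA-content assay: after two days of treatment, nuclei were labelled with the DNA dye Hoechst and imaged, and hits were compounds raising the count of nuclei showing high fluorescence intensity.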
D3 ag = qHTS of D3 Dopamine Receptor Agonist: qHTS | D(3) dopamine receptor (Homo sapiens), P35462 | max activation, % | AID 652048, 2013 | D3R DiscoveRx beta-arrestin cells, luminescence, 90 min | actives 0.58% (n = 410,000); in the data active = max activation above about 30%; also: 0% is about no effect; mostly tested at two doses, the higher about 12 µM
Target sequence (P35462 whole entry, looked up): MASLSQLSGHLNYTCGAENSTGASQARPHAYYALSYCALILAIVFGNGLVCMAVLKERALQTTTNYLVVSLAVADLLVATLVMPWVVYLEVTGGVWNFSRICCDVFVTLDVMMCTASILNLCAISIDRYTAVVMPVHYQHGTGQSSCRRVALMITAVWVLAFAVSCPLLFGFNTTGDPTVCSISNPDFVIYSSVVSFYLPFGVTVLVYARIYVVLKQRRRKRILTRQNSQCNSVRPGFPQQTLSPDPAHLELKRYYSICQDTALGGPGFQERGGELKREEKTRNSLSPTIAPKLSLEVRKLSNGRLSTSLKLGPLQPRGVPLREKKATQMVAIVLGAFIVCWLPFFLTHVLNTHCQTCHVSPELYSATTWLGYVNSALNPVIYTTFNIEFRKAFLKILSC
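Cells at 1500/well, incubated overnight, then treated with pinned compounds (dopamine as control) for 90 min at 37 degrees C. DiscoveRx reagent added for 30 - 60 minutes at room temperature; luminescence read.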
MCF10A rereplic = A quantitative high throughput screen for small molecules that induce DNA re-replication in MCF 10a normal breast cells | MCF 10A DNA re-replication, Hoechst nuclear intensity, 48 h | Potency, µM (highest dose often 46.1 µM), for inactives: at the top dose activity, positive = re-replication, usual class: activators | actives 2.9% (n = 350,000); also: potency is read from the fitted curve at half-maximal effect; % of control where 0% means no effect; nearly all actives have a fitted effect of over 50% in size
HT1080 IDH1KD tx = qHTS for induction of synthetic lethality in tumor cells producing 2HG: qHTS for the HT-1080-IDH1KD cell line; HT-1080 IDH1 knockdown viability, ATP luminescence, 48 h; Potency, µM (series often up to 46.1 µM), without a hit: top-dose activity, negative = toxicity, actives largely listed as cytotoxic; actives 2% (n = 360,000); AID 686971, 2013;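 also: potency is read from the fitted curve at half-maximal effect; 0% = DMSO wells and -100% = cell-free medium wells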
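Knockdown cells (IDH1KD HT-1080) received compounds 2 h after plating at 750 cells/well and were kept 48 h at 37 °C in 5% FBS RPMI. A CellTiter-Glo luminescence read gave % activity for curve fitting.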
KB-V1 MDR tox = qHTS assay for MDR1-selective chemotherapeutics: Primary screen using the drug-selected MDR subline cells KB-V1; KB-V1 MDR cells viability, CellTiter-Glo, 72 h; actives 3.4% (n = 400,000); Potency, µM (titrated, usually from 46.1 µM), for the others: at the highest dose activity change, negative = cytotoxicity, actives largely listed as cytotoxic; also: potency is read from the fitted curve at half-maximal effect; % is scaled to controls: 0 for no effect and ±100 for the full control effect; nearly all actives have a fitted effect of over 60% in size
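Cytotoxicity via CellTiter-Glo luminescence after 72 h compound exposure at 37 degrees C. Cells: drug-selected KB-V1 line, DMEM phenol-red free plus 10% FBS. Compounds tested at multiple concentrations; normalized data fitted to concentration-effect curves.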
HT1080NT lethal = qHTS for induction of synthetic lethality in tumor cells producing 2HG: qHTS for the HT-1080-NT fibrosarcoma cell line; Potency, µM (series often up to 46.1 µM), for inactives: top-dose activity, negative = less viability, hits mostly cytotoxic; HT-1080-NT fibrosarcoma viability, CellTiter-Glo ATP luminescence, 48 h; actives 1.6% (n = 360,000);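 also: NT is the 2HG producing partner of a matched IDH1 knockdown line; potency is read from the fitted curve at half-maximal effect; 0% = DMSO-treated cells and -100% = media-only wells without cells; nearly all actives have a fitted effect of over 55% in size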
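Viability by CellTiter-Glo luminescence after 48 h compound exposure at 37C of HT-1080-NT cells (750/well, RPMI, 5% FBS). % activity scaled between DMSO wells and medium-only wells, then curve-fitted and categorized by curve class.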
KB-3-1 cytotox = qHTS assay for MDR1-selective chemotherapeutics: Primary screen using the parental adenocarcinoma cell KB-3-1. actives 1.4% (n = 400,000). KB-3-1 viability, CellTiter-Glo ATP luminescence, 72 h. Potency, µM (series often up to 46.1 µM), for the others: at the highest dose activity change, negative = cytotoxic, usual class: cytotoxic; also: potency is read from the fitted curve at half-maximal effect; % is scaled to controls: 0 for no effect and ±100 for the full control effect; nearly all actives have a fitted effect of over 60% in size
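Parental KB-3-1 adenocarcinoma cells in phenol-red-free DMEM with 10% FBS were pin-treated with compounds at several concentrations, incubated 72 h at 37 °C, and viability read by CellTiter-Glo luminescence; concentration-effect curves were fitted after normalization.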
GLP1R cytotox = qHTS of GLP-1 Receptor Inverse Agonists: Cytotox Screen; HEK293 cAMP-luciferase reporter cells, luminescence, 24 h; Potency, µM (top dose mostly 38.3 µM), without a hit: top-dose activity change, negative = inhibition, usual class: inhibitors; actives 0.13% (n = 410,000);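 also: loss of luciferase light is scored as toxicity; potency is read from the fitted curve at half-maximal effect; % is scaled to controls: 0 for no effect and ±100 for the full control effect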
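To flag toxic compounds, the library was rerun on cells for 24 hr at 37 deg C and 5% CO2. Viability-linked luminescence was captured 12 min after adding luciferase detection reagent.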
* marks the source's active call; other numbers are inactive results; ? = inconclusive; . = not tested or not shown; & = joins results of further samples; [ ] = another dose, or the depositor's remark. Unless noted, calls follow the shape of the dose curve; as a rule, active = well fitted curve in the direction sought with a large enough effect; inconclusive = small, poorly fitted or top-dose-only effect, or another doubt; inactive = no such curve, though single readings can be large; an effect the other way counts as inactive or inconclusive.

SMILES	SW480 rerep	GLP1R cytotox	D3 ag	KB-V1 MDR tox	MCF10A rereplic	HT1080NT lethal	IL1B secr inh	KB-3-1 cytotox	HT1080 IDH1KD tx
Cc1c(-n2cc(C(=O)c3cc(F)ccc3O)cc(C#N)c2=O)c(=O)n(-c2ccccc2)n1C	-1.2%	0.0%	2.1	22.6%	0.6%	0.2%	-55.9*	6.7%	2.5%
COC(=O)C1=C(N)Oc2cc(C)n(CCCn3ccnc3)c(=O)c2C1c1cccc(Cl)c1 (stereo not drawn)	?	7.9%	-2.7	20.2%	3.9%	1.0%	-22.6	4.3%	-6.4%
O=C(NCCOc1ccc(Cl)cc1)C(=O)NCC1CCCO1 (stereo not drawn)	-1.9%	4.1%	2.3	-19.0%	-2.5%	-4.8%	13.9	-4.6%	-3.6%
CCN(CC)S(=O)(=O)c1ccc(Cl)c(NC(=O)COC(=O)c2c(C)noc2C)c1	3.3%	-1.3%	-0.6	?	5.4%	-2.5%	21.8	-2.5%	-2.7%
CCOc1ccc(C(CC(=O)O)NC(=O)COc2ccc3ccccc3c2)cc1OC (stereo not drawn)	-14.7%	18.2%	1.0	?	1.9%	3.1%	18.0	15.5%	1.3%
CC(C)C(NC(=O)c1ccccc1)C(=O)NC1=NCCS1 (stereo not drawn)	7.8%	3.2%	3.9	-15.1%	?	-4.0%	11.4	-1.1%	2.3%
Cc1ccc2c(CN3CCN(Cc4ccccc4)CC3)cc(=O)oc2c1C	7.9%	10.7%	-9.8	0.0%	?	-0.7%	-74.5*	-5.3%	-10.7%
CC(C)(C)NS(=O)(=O)c1ccc(NS(=O)(=O)c2ccc(F)cc2)cc1	-3.0%	-12.4%	-12.6	5.9%	0.1%	5.1%	10.7	4.6%	5.0%
COc1ccc(NC(=O)CN(C)C(=O)c2cn(-c3ccccc3)nc2-c2ccc(OC)cc2)cc1	-3.4%	-19.3%	1.6	-19.9%	8.7%	-2.3%	-18.0	1.3%	-15.0%
CCOC(=O)C1CCN(C(=O)C2(NC(=O)Nc3ccccc3C)CCCCC2)CC1	?	-2.6%	11.2	1.3%	1.6%	10.4%	?	0.9%	-1.6%
Cc1cccc(OCC(=O)Nc2ccc(N3CCN(S(C)(=O)=O)CC3)cc2)c1	-6.1%	-5.1%	3.6	15.0%	-0.4%	2.6%	-16.5	13.7%	6.0%
COC(=O)c1cn(NC(=O)/C=C/c2cc(OC)ccc2OC)c(=O)c2ccccc12	3.3%	23.5%	-5.9	8.2µM*	-30.8%[inhibitor]	-4.8%	8.0	2.1%	-6.6%
CCCCN(C(=O)CSc1nnnn1C)c1c(N)n(Cc2ccccc2)c(=O)[nH]c1=O	-1.8%	-24.0%	-7.2	17.2%	-11.1%	16.5%	21.4	18.0%	11.6%
O=C(COc1ccccc1)Nc1ccc(N2CCCCC2)cc1	-264.3%[inhibitor]	-2.5%	-0.1	-2.4%	3.7%	-0.7%	-19.3	-2.6%	-5.6%
O=C(NCC12CC3CC(CC(C3)C1)C2)c1nn2cccnc2c1Cl	-9.3%	10.0%	-12.4	?	3.6%	0.0%	3.3	-7.3%	-25.8%

Remaining list, next part.
SMILES	SW480 rerep	GLP1R cytotox	D3 ag	KB-V1 MDR tox	MCF10A rereplic	HT1080NT lethal	IL1B secr inh	KB-3-1 cytotox	HT1080 IDH1KD tx
COc1cccc(-c2cnc(C(O)c3ccc(F)c(C)c3)[nH]2)c1 (stereo not drawn)	.	-1.4%	7.5	2.8%	.	8.5%	27.1	0.0%	1.6%
O=Cc1cc(N=Nc2ccccc2Cl)ccc1O	-4.2%	-20.2%	-26.3	?	-19.2%	?	143.1	?	?
Cc1ccc(NC(=O)c2cc(-c3ccc(C)o3)nc3ccccc23)nc1	-1.2%	3.0%	-1.8	3.1%	29.7%	-3.9%	0.0	4.9%	?
CCCCn1c(SCC(=O)c2ccc(OC)c(OC)c2)nc2cc(S(N)(=O)=O)ccc21	0.1%	2.6%	0.4	?	2.7%	-2.0%	-2.5	18.9%	-8.2%
O=[N+]([O-])/C=C1\CCCCCN1	-20.0%	21.7%	0.2	1.9%	-1.8%	-3.5%	-6.4	5.7%	-3.5%
CC(C)c1ccc(CNc2cc(N3CCCC3)ccc2[N+](=O)[O-])cc1	-17.9%	-6.3%	-6.2	?	-5.6%	?	?	-11.5%	-22.5%
O=C1CN(C(=O)COC(=O)CNC(=O)c2ccc(Cl)cc2)c2ccccc2N1	11.2%	8.5%	-10.3	-0.2%	0.5%	2.0%	-5.1	?	1.1%
O=C(/C=C/c1ccccc1Cl)Nc1cccc(S(=O)(=O)NC2=NCCCCC2)c1	-0.1%	-5.0%	-6.2	-6.4%	21.9%	?	-64.2*	?	-13.2%
Fc1ccc2nc(Nc3nc4c(F)cccc4s3)sc2c1	.	12.4%	-1.4	?	?	-29.4%	0.0	-4.3%	?
O=C(Nc1ccc(F)cc1F)c1cncc(Br)c1	3.7%	0.4%	8.4	14.9%	-2.2%	7.4%	-6.7	-1.1%	3.3%
CCCc1cc(C(=O)N/N=C/c2ccc(CC)s2)c2ccccc2n1	20.6µM*	-34.6%	2.3	5.8µM*	7.31µM*	?	30.3	?	3.66µM*
CCCn1c(SC(C)C(=O)N2CCOCC2)nc2ccc(Br)cc2c1=O (stereo not drawn)	0.2%	14.3%	-3.6	?	3.7%	-11.4%	-10.9	?	-5.4%
Cc1c(C(=O)Nc2ccccc2F)sc2nc3n(c(=O)c12)CCC3	-6.2%	8.9%&14.0%	-12.4&-1.5	-1.7%&-11.3%	-2.0%	11.4%	-9.7	0.1%&-4.0%	10.3%
Cc1cc(C)cc(C(=O)NCC(=O)N(C)CCOc2ccccc2)c1	-36.1%[inhibitor]	-1.0%	-0.1	6.4%	-5.0%	4.1%[9.24 µM]	-2.2	13.4%	3.3%
c1ccc2[nH]c(Cn3nnc4ccccc43)nc2c1	-3.6%	-7.4%	-3.1	-0.8%	1.7%	18.6%	32.8	-7.6%	10.1%

The results go on:
SMILES	SW480 rerep	GLP1R cytotox	D3 ag	KB-V1 MDR tox	MCF10A rereplic	HT1080NT lethal	IL1B secr inh	KB-3-1 cytotox	HT1080 IDH1KD tx
CC(=O)Nc1ccc(S(=O)(=O)NC(CC(=O)NC2CCCCC2C)C(C)C)cc1 (stereo not drawn)	-7.7%	4.7%	4.6	?	-0.7%	13.6%	2.8	4.4%	10.9%
Cc1ccc(CN2CCN(Cc3cccc(C)n3)CC2CCO)cc1 (stereo not drawn)	-12.9%	7.3%	-20.2	-22.5%	0.6%	0.7%	13.1	-4.4%	0.0%
COc1cc(Cn2c(C(=O)O)cc3sccc32)cc(OC)c1OC	-6.9%	-0.6%	0.7	21.2%	-2.1%	10.5%	26.8	7.3%	9.3%
Cc1ccc(C(=O)/C=C/c2cn(CC(O)CN3CCc4ccccc43)c3ccccc23)cc1 (stereo not drawn)	.	-10.6%	3.8	0.0%	.	.	.	?	.
Cc1ccc(-c2nnc(COC(=O)c3ccco3)o2)cc1	-10.6%	11.6%	-5.1	41.9%	18.3%	-2.6%	16.2	-3.1%	4.1%
CCCc1cc(=O)[nH]c(SC(CC)C(=O)Nc2ccccc2C#N)n1 (stereo not drawn)	-4.1%	-1.5%	5.2	31.1%	2.3%	2.7%	18.9	-2.1%	-2.5%
COc1ccc(/C(C)=C(\C#N)C(=O)OC(C)C)cc1OC	-24.5%	-1.6%	0.8	5.9%	0.0%	11.6%	13.3	18.8%	15.8%
O=C(c1ccccc1)c1ccc2c(c1)OCCOCCOCCO2	?	2.9%	-0.3	-9.6%	-0.1%	17.2%	1.2	-0.3%	3.6%
Cc1ccc(S(=O)(=O)N2CCC(C(=O)NCCC3=CCCCC3)CC2)c(C)c1	-5.8%	9.1%	1.4	-17.0%	23.3%	7.7%	-17.9	-3.4%	5.4%
O=C(CCCCCn1c(=S)[nH]c2cc3c(cc2c1=O)OCO3)N1CCN(c2ccccc2)CC1	-10.8%	-4.0%	-14.7	10.6%	?	5.7%	25.0	27.3%	18.4%
COc1cc(NC(=O)CCCc2c[nH]c3ccccc23)cc(OC)c1	-1.3%	-27.8%	1.4	-19.0%	16.4%	3.2%	-9.3	0.0%	-9.6%
S=c1[nH]nc(-c2cccnc2)n1/N=C/c1ccc(Br)s1	-0.2%	18.4%	13.0	7.5%	18.3%	-1.3%	17.8	0.3%	-6.3%
O=C(Nc1ccc(-c2nc3ncccc3o2)cc1)c1ccco1	?	15.7%	0.0	3.9%	?	0.0%	?	11.5%	2.7%
Cc1ccc(N2CC(NS(=O)(=O)c3cccs3)CC2=O)cc1 (stereo not drawn)	-5.3%	4.1%	8.3	?	-0.1%	11.2%	-2.7	11.0%	4.6%
COc1ccccc1NC(=O)Nc1ccccc1C(=O)NCCCN1CCOCC1	-7.4%	-3.2%	-1.1	5.4%	7.4%	11.3%	-8.5	?	1.0%
CC(C)n1c2ccccc2c2nc3ccccc3nc21	?	59.7%[activator]	0.9	6.2%	23.1µM*	-5.3%	-7.1	-3.5%	-13.4%
